# Bioassay records from PubChem.
# EBV gp42 block – Epstein-Barr virus gp42 inhibitors, primary screen, biochemical, uHTS, fluorescence polarization; actives 0.42% (n = 220,000); Glycoprotein 42 (Epstein-Barr virus (strain AG876)), Q1HVG2; AID 1085, 2008; Fluorescence polarization binding assay, mP read-out; inhibition, % (tested at 21.74 µM); in the data active = inhibition above about 50%
# Target sequence (Q1HVG2 whole entry, looked up): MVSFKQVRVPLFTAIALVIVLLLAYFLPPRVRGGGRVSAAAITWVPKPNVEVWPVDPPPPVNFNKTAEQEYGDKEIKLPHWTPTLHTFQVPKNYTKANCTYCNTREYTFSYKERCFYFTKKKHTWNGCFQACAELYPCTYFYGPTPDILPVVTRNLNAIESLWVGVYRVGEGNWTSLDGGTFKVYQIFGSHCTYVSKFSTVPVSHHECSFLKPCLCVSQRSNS
# TRPN1 ag – zebrafish TRPN1 channel agonists, primary screen, cell-based, HEK293, calcium fluorescence. transient receptor potential cation channel N1 (TRPN1/NompC), Danio rerio. HEK293 zebrafish TRPN1-YFP, Fluo-8 calcium fluorescence; 100% = response to 87 µM carbachol. activation, % at 3 µM. actives 0.18% (n = 220,000);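 active = activation above its plate's cutoff, the mean activation of test wells on that plate plus 3 SD, cut at about 19% in these data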;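 also: 0% = DMSO alone and 100% = 87 µM carbachol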
#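 Assay system: Zebrafish TRPN1-YFP in HEK293 cells | Incubation: Dye loading 1 h at 37 °C, then 30 min room temperature | Measured by: Kinetic Fluo-8 fluorescence, ex 470-495, em 515-575 nm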
# Furin inh – human furin inhibitors, primary screen, biochemical, fluorescence intensity | purified furin, fluorogenic substrate cleavage | P09958 | inhibition, % at 30 µM | actives 0.061% (n = 220,000) | AID 463115, 2010; in the data active = inhibition above about 25%; also: inactives centre near -15
# Target sequence (P09958 108-714 limits assumed): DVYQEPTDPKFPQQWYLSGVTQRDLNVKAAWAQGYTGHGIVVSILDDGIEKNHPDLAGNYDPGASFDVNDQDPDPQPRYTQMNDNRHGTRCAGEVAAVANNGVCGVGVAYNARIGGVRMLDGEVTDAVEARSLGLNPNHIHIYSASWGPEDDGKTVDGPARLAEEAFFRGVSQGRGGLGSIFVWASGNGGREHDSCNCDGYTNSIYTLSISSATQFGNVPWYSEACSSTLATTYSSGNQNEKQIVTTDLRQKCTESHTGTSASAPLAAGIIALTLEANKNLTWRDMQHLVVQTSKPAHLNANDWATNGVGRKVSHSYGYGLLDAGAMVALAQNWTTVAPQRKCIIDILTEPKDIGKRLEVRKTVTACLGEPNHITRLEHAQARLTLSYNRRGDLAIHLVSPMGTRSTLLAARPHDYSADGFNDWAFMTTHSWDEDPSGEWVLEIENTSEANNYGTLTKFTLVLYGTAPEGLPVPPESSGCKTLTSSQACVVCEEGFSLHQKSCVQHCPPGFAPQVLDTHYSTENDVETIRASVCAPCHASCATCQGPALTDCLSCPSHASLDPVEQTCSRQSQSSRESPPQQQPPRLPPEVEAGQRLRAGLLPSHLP
# TbHK1 inh – Trypanosoma brucei hexokinase 1 inhibitors, primary screen, biochemical, G6PDH-coupled NADH absorbance, MLSCN library | hexokinase 1 [Trypanosoma brucei] | recombinant TbHK1, G6PDH-coupled NADH A340 | inhibition, % at 10 µM | actives 0.11% (n = 220,000);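 active = inhibition of 50% or more in the single-dose primary screen; inactive = inhibition below 50%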
# Cl transport mod – KCC2 cotransporter modulators, thallium flux, primary screen, cell-based, HEK293 KCC2, FluoZin-2 fluorescence, MLSMR; KCC2 cells, thallium flux FluoZin-2 fluorescence; Solute carrier family 12 member 5 (Homo sapiens), Q9H2X9; actives 2.2% (n = 190,000); B-score of Tl+ flux slope (higher = more flux/activation; lower = inhibition) at 10 µM;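 active = thallium flux slope and its plate-corrected score both differing from the plate sample mean at a set confidence after two filtering rounds, in either direction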;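 also: slope of fluorescence scaled to starting intensity during 10 to 20 s after thallium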
# TRPML3 agonist – human TRPML3 channel agonists, primary screen, cell-based, HEK293 TRPML3-YFP, Fluo-8 calcium fluorescence, 3 µM; Mucolipin-3 (Homo sapiens), Q8TDD5; 100% = the carbachol control signal; activation, % at 3 µM; actives 0.29% (n = 220,000);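 active = activation above its plate's cutoff, the mean activation of the plate's test wells plus 3 SD, cut at about 12% in these data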;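 also: 0% = DMSO only wells and 100% = carbachol wells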
#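 Material: HEK293 cells stably carrying human TRPML3-YFP; compound dosing: single dose, 3 µM final nominal compound, 0.3% DMSO final; incubation: 1-h 37 °C dye load, 5-s basal, 120-s post-compound reads; technique: Fluo-8 intracellular calcium fluorescence, excitation 470-495 nm, emission 515-575 nm; read-out basis: percent activation from peak-to-basal fluorescence ratio, scaled between DMSO and carbachol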
# PPC-1+TRAIL kill – compounds killing PPC-1 cancer cells with TRAIL present, primary screen, TRAIL potentiator project, ATPLite luminescence, uHTS; PPC-1 cells + TRAIL, ATPLite viability luminescence; cell killing (% activity), % at 4 µM; actives 0.41% (n = 220,000); AID 1443, 2008;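 active = cell killing above 50% in the first pass at 4 µM, then a duplicate retest at 5 µM averaging 50% or more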;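 also: plate controls were cells with TRAIL plus DMSO for no effect and medium-only wells lacking cells for full effect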
# thrombin 1536 – human alpha-thrombin inhibitors, primary screen, counter-screen for coagulation protease inhibitor project, biochemical, 1536-well, fluorogenic AMC substrate; inhibition, % at 5 µM; Prothrombin (Homo sapiens), P00734; actives 0.26% (n = 220,000); Boc-VPR-AMC fluorogenic substrate cleavage;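 active = inhibition at or above 40%; inactive = inhibition below 40%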;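 also: 0% = enzyme with no compound and 100% = wells without enzyme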
#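 System – human alpha-thrombin protein · Reagent – Boc-VPR-AMC substrate, 15 µM final · Compound – 5 µM single dose in 0.2% DMSO · Schedule – reaction at room temperature · Technique – AMC fluorescence at 355 nm excitation and 460 nm emission · Read-out basis – % inhibition relative to enzyme controls and enzyme-free blanks · Control set – no-compound enzyme wells and no-enzyme blanks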
# m-calpain inh – inhibitors of pig calpain II, primary screen, biochemical, fluorogenic peptide substrate, 1536-well | purified calpain II, 30 min | inhibition, % at 16 µM | actives 0.37% (n = 220,000) | AID 1236, 2008;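 active = inhibition above about 50%, limit read from the data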
# * = called active by the depositor; x = no result given; [ ] = remark or other dose.
# The line under a structure holds: EBV gp42 block, TRPN1 ag, Furin inh, TbHK1 inh, Cl transport mod, TRPML3 agonist, PPC-1+TRAIL kill, thrombin 1536, m-calpain inh
O=C(c1cc(-c2ccc(Cl)cc2)n(-c2ccc(Cl)c(Cl)c2)n1)N1CCOCC1
  -5, 0.4, 1[20 µM], -7, 0.19, 0.0, 10, -8, -6
CCCCNS(=O)(=O)c1cccc(S(=O)(=O)N2CCCC2)c1
  -16, 1.5, -13, 0, -0.14, 0.4, -2, 0, -11
O=C(/C=C1\NC2(CCCC2)Cc2ccccc21)N1CCOCC1
  -2, 0.0, -25[20 µM], -28, x, 0.2, 0, -3, 1
Nc1nc(Nc2ccccc2F)nc(N2CCOCC2)c1[N+](=O)[O-]
  -22, -1.0, 2, -35, -0.051, -0.3, 1, 2, -4
Cc1c(C=O)c(C=O)c(C)n1Cc1ccccc1
  3, 0.8, 3[20 µM], -3, x, 0.5, 17, -5, 29
Cc1ccc(Sc2ncccc2NC(=O)c2ccccc2Cl)cc1
  -6, -0.5, -33, 41, 1, -0.9, 2, -2, -6
O=S1(=O)CCN2C(Cc3ccc(SC(F)F)cc3)=CSC2=N1
  -7, 2.1, -27, 3, x, 1.1, -13, -8, 8
CCOC(=O)CCS(=O)(=O)c1nc(-c2ccccc2)cc(C(F)(F)F)n1
  -1, 0.2, -7[20 µM], -3, 0.036, 1.3, -26, -2, -30
COc1cc(/C=C(\C#N)C(=O)NC(C)C)ccc1OCc1ccc(C(=O)O)cc1
  5, 1.3, -14, -44, -2.4, 0.0, 10, 0, -20
COc1ccccc1N(CC(=O)NC(C)(C)C)C(=O)Cn1nnc(-c2ccc(C)o2)n1
  -15, 1.8, -26, -4, x, 0.8, 4, -9, -22
CCOc1ccc(NC(=O)N2CC=C(n3c(=O)[nH]c4ccccc43)CC2)cc1
  -3, 2.6, -27, 2, -0.27, 0.8, 10, -1, -6
CCOC(=O)C(C)Sc1nc(=O)n2cccc(C)c2n1 (stereo not drawn)
  -3, 0.2, -15, -22, -1.5, 0.4, 26, 1, 25
O=C(COC(=O)c1cccs1)NCc1ccc2c(c1)OCO2
  -19, 1.0, -18, -4, 0.8, 0.3, -5, -9, 0
Oc1c(C(Nc2nccs2)c2ccc(C(F)(F)F)cc2)ccc2cccnc12 (stereo not drawn)
  9, 0.9, -13, -2, 2.4, 2.3, 12, -5, -40
O=C(CN1CCN(C(=O)c2cccc(F)c2)CC1)Nc1ccccc1F
  -15, -1.9, -18[20 µM], -8, -0.13, 0.5, 10, 1, -16
CN(C)c1ccc(/C=N/NC(=O)CCC(=O)NCc2ccccc2)cc1
  4, 0.9, -5, -43, -1.5, -0.4, 6, -3, -211
Cc1cc(C)c(NC(=O)COC(=O)Cc2ccsc2)c(C)c1
  6, 0.3, -24, 1, -0.85, -0.5, 17, -3, 62*
CCOC(=O)c1nc(-c2ccc3c(c2)OCO3)[nH]c1C
  -4, -0.9, -23, -1, 0.83, -0.1, 8, 4, -20
CCN(CC)S(=O)(=O)c1cccc(-c2nnc(SCC(=O)NC)n2N)c1
  -24, 1.9, -35, 2, 0, 0.9, 25, 13, -18
COc1cc2cc(C(c3nnnn3C3CCCC3)N(C)C3CCCCC3)c(=O)[nH]c2cc1OC (stereo not drawn)
  -31, 0.4, -27[20 µM], -34, -1.4, 0.1, -5, 5, -29
CCC1(C)Cc2c(sc3[nH]c(=O)[nH]c(=O)c23)CS1 (stereo not drawn)
  0, -0.1, 7, 42, x, -0.1, -7, -5, -207
CCc1ccc2c(c1)C1(SC(NC(C)=O)=NN1C(C)=O)C(=O)N2C(C)C (stereo not drawn)
  -4, 0.8, -20[20 µM], -1, -0.53, 0.0, 3, -21, -25
CC(C)CC(=O)Nc1ccc(C(=O)CN2CCC(C)CC2)cc1
  -4, 2.0, -31, -6, -0.089, 1.1, 3, 0, -47
Cc1ccc(C(=O)NCCCNc2ccccc2[N+](=O)[O-])cc1
  -3, -1.6, -12, 3, -2.4, -0.6, -12, -14, 51*
COc1ccc(CN(C(=O)c2nsc(Cl)c2Cl)C(C(=O)NC2CCCCC2)c2ccc(OC)cc2)cc1 (stereo not drawn)
  -6, -0.5, -13[20 µM], 3, -1.1, 0.3, 20, -3, 3
COc1ccc(NC(=O)C(c2ccc(C)cc2)N(C)C(=O)c2cnccn2)cc1 (stereo not drawn)
  -1, -0.4, -19, -3, x, 0.5, 22, -8, -29
O=C(Nc1cccc(Cl)c1)C1C2CCC3C(CCC21)C3(Cl)Cl (stereo not drawn)
  -7, 0.3, -12, 0, 0.046, 0.4, 8, -2, 20
Cc1noc(C)c1C(=O)OCC(=O)N(C)C1CCS(=O)(=O)C1 (stereo not drawn)
  -10, 0.5, -8, 1, 0.093, 0.4, -3, 11, -18
O=C(NCC(=O)N(Cc1ccc(F)cc1)C(C(=O)NC1CCCC1)c1ccco1)c1ccco1 (stereo not drawn)
  4, 0.6, -19, -2, x, 0.8, 10, -16, -66
Cc1ccc(N(C(=O)c2ccc(Br)o2)C2C=CS(=O)(=O)C2)cc1 (stereo not drawn)
  -24, 1.4, -8, 0, -0.14, 0.8, -17, 0, -20

# Three records picked at random from those above:
# The line under a structure holds: EBV gp42 block, TRPN1 ag, Furin inh, TbHK1 inh, Cl transport mod, TRPML3 agonist, PPC-1+TRAIL kill, thrombin 1536, m-calpain inh
CN(C)c1ccc(/C=N/NC(=O)CCC(=O)NCc2ccccc2)cc1
  4, 0.9, -5, -43, -1.5, -0.4, 6, -3, -211
COc1cc2cc(C(c3nnnn3C3CCCC3)N(C)C3CCCCC3)c(=O)[nH]c2cc1OC (stereo not drawn)
  -31, 0.4, -27[20 µM], -34, -1.4, 0.1, -5, 5, -29
Cc1cc(C)c(NC(=O)COC(=O)Cc2ccsc2)c(C)c1
  6, 0.3, -24, 1, -0.85, -0.5, 17, -3, 62*

# (continued)
# The line under a structure holds: EBV gp42 block, TRPN1 ag, Furin inh, TbHK1 inh, Cl transport mod, TRPML3 agonist, PPC-1+TRAIL kill, thrombin 1536, m-calpain inh
O=C(c1cccc(C(=O)N2CCN(c3ncccn3)CC2)c1)N1CCN(c2ncccn2)CC1
  -12, 1.1, -13, 0, 0.48, 0.4, -10, 5, -32
CN(CCCCN1CCOCC1)Cc1nc(-c2ccc3c(c2)OCO3)no1
  -12, 2.6, -29, -7, x, 1.2, -2, -1, 0
Cc1ccccc1-n1nc(C(=O)O)c(C)c(C#N)c1=O
  -17, -0.7, -6, -16, 0.14, 0.2, 18, 0, -39
CCOc1cc(/C=N/NC(=O)C(=O)NC)cc(Br)c1O
  -6, -0.6, -12, -30, -0.088, 0.9, -3, -10, 16
Fc1ccc(CSc2nnc(-c3cc4c(s3)-c3ccccc3CC4)o2)cc1
  -14, 2.1, -64[20 µM], -4, 0.054, 0.1, 9, -7, -168
Cn1cccc1-c1nc2ccccc2n1Cc1ccccc1
  -25, -3.1, -15[20 µM], -2, x, -1.1, -4, 3, -29
COc1cc2nc(CN(C)Cc3ccc(SC)cc3)[nH]c(=O)c2cc1OC
  2, 0.2, -24, 7, 0.21, 0.4, 18, -7, -11
c1cc2c3c(cccc3c1)C(N1CCCCC1)=N2
  27, -0.2, -5, -10, x, 0.5, 5, 3, -211
CC1=NC(=O)C(N=Nc2cccc(O)c2)N1c1ccccc1 (stereo not drawn)
  -51, -0.2, -16[20 µM], -5, x, 0.2, 15, -3, 21
CN(C)C(=S)Nc1ccc2c(c1)OCO2
  -9, 0.8, -19, 0, 0.22, 1.0, 3, 6, -29
CC(Cc1ccccn1)NC(=O)CCc1nnc(C2CCCCC2)o1 (stereo not drawn)
  -6, 0.2, -27, 0, -0.27, 0.6, 7, -1, 27
CCc1ccc2nc(/N=C(\N)NC(=O)c3ccccc3)nc(C)c2c1
  -2, -0.5, -21, -19, -0.1, 0.6, 25, -1, -50
C/C(N)=C(/C#N)C(=O)COC(=O)c1ccc(C#N)cc1
  -3, 0.0, -36, 2, 0.098, 1.5, 1, -6, -39
N#C/C(=N/Nc1ccc(OC(F)(F)F)cc1)C(N)=S
  -12, 23*, -4, -18, -3.1, 15*, 1, 0, -5
O=C(Nc1ccc(Cl)c(Cl)c1)c1ccc(Cn2c(=O)[nH]c3ccsc3c2=O)cc1
  -12, -0.6, -13, -2, 0.21, 0.9, 4, -3, -32
S=C1CSc2ccccc2N1
  -14, -0.2, -23, -21, 8.6*, 0.2, -4, -4, -26
CC(C)(C)NC(=O)c1cccc(NC(=O)Cc2ccc(Br)cc2)c1
  0, 2.1, -15, -3, -0.85, 1.0, 28, -6, 16
CCOC(=O)CSc1nc(C)cc(C)n1
  -11, 2.3, -8[20 µM], 0, -0.0064, 0.4, 12, -4, -26
CC(CCc1ccccc1)NC(=O)/C=C/c1ccc(Cl)cc1 (stereo not drawn)
  2, -2.0, 1, 27, -8.1*, -0.6, -8, 1, 31
CC(=O)c1c(C)[nH]c(C(=O)COC(=O)CNS(=O)(=O)c2ccccc2)c1C
  -13, 0.7, -18, 2, 0.19, 0.6, -10, -1, 40
O=C(c1cccnc1)n1nc(NCc2ccccc2)nc1NCc1ccccc1
  9, -3.2, -17, 3, -1.6, -0.8, -4, 20, 1
CSc1nnc(C(C)c2ncc(C(F)(F)F)cc2Cl)n1C (stereo not drawn)
  -13, -0.3, -24, -2, x, 0.8, 7, 0, -11
O=C(CSc1nnc(-c2ccncc2)n1Cc1ccco1)N1c2ccccc2Sc2ccc(Cl)cc21
  3, 0.6, -11[20 µM], 0, -1.1, 0.8, 15, 0, -7
Cc1cc(C)c(S(=O)(=O)Nc2ccc(C(N)=O)cc2)c(C)c1
  -6, 0.4, -29, 1, 0.88, 0.8, 3, -4, -36
Cc1c(Cl)cccc1NC(=S)NCc1ccccc1
  x, -0.9, -4[20 µM], 1, -0.58, -0.9, x, x, x
CC(NCCO)C(=O)C12CC3CC(CC(C3)C1)C2 (stereo not drawn)
  -2, 1.6, -12, 18, 0.044, 1.2, 6, -3, 24
Cc1cc(C(=O)N/N=C/c2ccc(-c3cccc(Cl)c3Cl)o2)n[nH]1
  -66, 0.2, -15, -13, -1.1, 0.2, 12, 2, -12
C=CCNC(=S)NNC(=O)c1cccn(Cc2cccc(Cl)c2)c1=O
  14, 0.4, 3, -7, -0.18, 0.1, 7, 0, -4
CCOC(=O)c1[nH]c(C)c(C(=O)Nc2ccccc2C)c1C
  -7, 0.2, -10, -1, 0.32, -0.2, 20, 1, 15
Cc1cc(NC(=O)CN2CCN(S(=O)(=O)c3ccc(Cl)cc3)CC2)no1
  -33, -0.9, -9[20 µM], -9, 0.12, 0.5, 1, 1, 19
COc1cc(NC(=O)COC(=O)c2ccc(S(=O)(=O)N3CC(C)CC(C)C3)cc2)c(C)cc1[N+](=O)[O-] (stereo not drawn)
  -33, -0.2, -7, -2, 2.1, 0.6, 5, -10, 9
